PKM2 activator: increases activity of human pyruvate kinase M2; purified PKM2, Kinase-Glo ATP luminescence, activation; response scale: 0% is enzyme alone, no compound; Potency, µM (titrated, usually from 57.5 µM), without a hit: at the highest dose activation, usual class: activators; 0.34% of 260,000 active; AID 1631; also: potency is read from the fitted curve at half-maximal effect; % is scaled to controls: 0 for no effect and ±100 for the full control effect; nearly all actives have a fitted effect of over 55% in size
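hPK-M2, >95% pure; 0.1 mM ADP / 0.5 mM PEP final; imidazole pH7.2 buffer w/ 7 mM MgCl2, 50 mM KCl; 1 h RT; Kinase-Glo lum. Intermediate enzyme activity for dual inhibitor/activator qHTS.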
BCR signal inh: chronic active BCR signaling inhibition; ABC-DLBCL IkBa-CBG/CBR reporter, luminescence ratio, 4 h; Potency, µM (titrated, usually from 46.1 µM), for inactives: top-dose ratio change, negative = lower green/red ratio, actives largely listed as inhibitors; 0.05% of 340,000 active; AID 493014; active = well fitted inhibition curve with a large enough effect in the signal ratio, with a control signal flat, not every such curve was filed as active; inconclusive = small, poorly fitted or top-dose-only effect, or effect the other way, or a change in a side signal; the % refers to the signal ratio;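 also: potency is read from the fitted curve at half-maximal effect; plate controls were basal doxycycline-induced cells for no effect and cells given 10 µM MG132 for full effect; MG132 reads +100%, hits lower the ratio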
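TMD8 ABC-DLBCL cells carrying doxycycline-inducible green luciferase fused to IkappaBalpha plus unfused red luciferase were exposed to compounds (up to 46 uM) for 4 hrs at 37C. Activity came from the overlap-corrected green/red luminescence ratio.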
Giardia killer: Giardia lamblia killing. Giardia lamblia trophozoite viability. activity change, % at 7.66 µM, hits read low. 0.15% of 340,000 active; in the data active = activity change below about -80%; inconclusive = between about -30% and that limit;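 also: parasites exposed to compound for two days anaerobically before the ATP read; % is scaled to controls: 0 for no effect and ±100 for the full control effect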
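Each well holds 100 Giardia trophozoites and compound. After two days (48 hrs) at 37 deg C in anaerobic conditions, ATP is quantified by luminescence.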
PTAP TSG101 blk: blocks PTAP/TSG101 interaction to inhibit HIV-1 budding. Fluorescence polarization, FITC-PTAP peptide / Tsg101 binding. Potency, µM (doses to about 115 µM), without a hit: at the top dose activity change, negative = inhibition, hits mostly inhibitors. 340,000 tested, under 10 active. AID 493005; active = well fitted inhibition curve with a large enough effect in the main read-out, with a control signal flat, not every such curve was filed as active; inconclusive = small, poorly fitted or top-dose-only effect, or effect the other way, or a change in a side signal; inactive = no such curve, though single readings can be large or run the other way; also: potency is read from the fitted curve at half-maximal effect; % of control where 0% means no effect
Target sequence (Q99816 whole entry, looked up): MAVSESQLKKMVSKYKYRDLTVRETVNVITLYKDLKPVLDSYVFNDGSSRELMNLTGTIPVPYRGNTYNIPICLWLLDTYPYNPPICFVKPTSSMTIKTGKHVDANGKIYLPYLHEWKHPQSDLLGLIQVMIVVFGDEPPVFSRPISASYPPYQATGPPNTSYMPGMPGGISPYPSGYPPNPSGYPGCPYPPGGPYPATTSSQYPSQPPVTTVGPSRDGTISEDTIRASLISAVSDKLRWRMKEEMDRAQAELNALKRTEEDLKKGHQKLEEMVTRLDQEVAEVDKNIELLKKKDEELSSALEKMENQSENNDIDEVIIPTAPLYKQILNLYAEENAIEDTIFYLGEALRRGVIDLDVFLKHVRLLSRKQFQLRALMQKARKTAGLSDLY
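Fluorescence anisotropy tracks displacement of a FITC-tagged PTAP peptide (50 nM) from the Tsg101 binding domain (10 uM), following a 20 min room-temperature incubation at pH 7.5.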
B2AR arrestin: recruits beta-arrestin to the human beta2-adrenergic receptor | 0.02% of 330,000 active | AID 492947 | Potency, µM (top dose mostly 46.1 µM), for inactives: at the highest dose activation, most hits filed as activators | P07550 | beta-arrestin recruitment to beta2AR, cell-based reporter;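 also: potency is read from the fitted curve at half-maximal effect; 0% = DMSO controls and full agonism = EC100 isoproterenol or metaproterenol; nearly all actives have a fitted effect of over 65% in size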
ASM inhibitor: blocks human secretory acid sphingomyelinase | P17405 | Potency, µM (top dose mostly 57.5 µM), inactives show top-dose activity change, negative = inhibition, actives largely listed as inhibitors | 0.006% of 340,000 active | placental ASM, HMU-PC fluorogenic substrate, 60 min; also: potency is read from the fitted curve at half-maximal effect
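HMU-PC0 cleavage (9 uM final) by human placental ASM, 60 min at 37 °C following 10 min compound exposure at RT; stopped at pH 10, fluorescence Ex 386/Em 447 nm.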
Menin-MLL TR inh: displaces Texas Red mutant MLL peptide from human menin; Menin + Texas Red MLL mutant peptide, fluorescence polarization; 0.23% of 270,000 active; Potency, µM (top dose mostly 61.6 µM), inactives show at the top dose FP activity change, negative = inhibition, most hits filed as inhibitors; O00255; AID 1768; active = well fitted inhibition curve with a large enough effect in the polarisation, with a control signal flat, not every such curve was filed as active; inconclusive = small, poorly fitted or top-dose-only effect, or effect the other way, or a change in a side signal; inactive = no such curve, though single readings can be large or run the other way; the % refers to the polarisation; also: potency is read from the fitted curve at half-maximal effect; % of control where 0% means no effect; many of its hits are not listed in these tables
Target sequence (O00255 whole entry, looked up): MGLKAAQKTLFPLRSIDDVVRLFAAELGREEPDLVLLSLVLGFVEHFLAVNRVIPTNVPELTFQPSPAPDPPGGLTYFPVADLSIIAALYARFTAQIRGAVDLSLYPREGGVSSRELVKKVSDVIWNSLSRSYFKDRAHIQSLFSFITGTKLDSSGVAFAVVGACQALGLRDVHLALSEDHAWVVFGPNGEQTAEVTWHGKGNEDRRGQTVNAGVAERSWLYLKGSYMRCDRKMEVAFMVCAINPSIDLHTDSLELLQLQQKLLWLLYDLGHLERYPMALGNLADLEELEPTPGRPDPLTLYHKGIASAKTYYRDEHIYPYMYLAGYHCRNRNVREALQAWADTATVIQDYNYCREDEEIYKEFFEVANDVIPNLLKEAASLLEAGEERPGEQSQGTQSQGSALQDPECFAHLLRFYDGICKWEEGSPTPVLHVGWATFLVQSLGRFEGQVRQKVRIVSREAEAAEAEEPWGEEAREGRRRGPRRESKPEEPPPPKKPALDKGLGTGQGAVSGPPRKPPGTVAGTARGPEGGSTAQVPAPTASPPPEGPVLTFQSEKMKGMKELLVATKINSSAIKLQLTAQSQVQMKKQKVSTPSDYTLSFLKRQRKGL
Coupling enz: inhibits coupling enzyme system, counter-screen for aldolase hits; 0.67% of 290,000 active; coupling enzyme system counterscreen, AmpLite Red fluorescence; activity change, negative = inhibition, % at 58.2 µM, hits read low; in the data active = activity change below about -30%; also: % is scaled to controls: 0 for no effect and ±100 for the full control effect
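Coupling enzymes only (glyceraldehyde-3-phosphate) + compound, at 57.5 uM final, 10 min RT; add substrate/coupling/AmpLite Red mix, 20 min RT; fluorescence ex 525/em 598 nm. Actives flag coupling-system interference.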
Integrin act MD: activators of alpha7 integrin expression for muscular dystrophy; alpha7betagal myoblasts, beta-gal FDG fluorescence, 48 h; Potency, µM (titrated, usually from 38.3 µM), without a hit: top-dose activation, usual class: activators; 0.064% of 350,000 active;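 also: potency is read from the fitted curve at half-maximal effect; 100% = response of the positive control SU9516; nearly all actives have a fitted effect of over 60% in size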
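Alpha7betagal+/- myoblasts (passage 13) were plated 16-24 hr, then exposed to compounds (1:260 dilution of DMSO stock) for 48 hours at 37C. After MPER lysis, β-galactosidase reporter activity was read as FDG fluorescence (ex 480/em 540) after 30 minutes.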
Tb PFK inh: inhibitors of T. brucei phosphofructokinase | 0.17% of 330,000 active | Potency, µM (titrated, usually from 57.5 µM), for inactives: top-dose activity, negative = inhibition, actives largely listed as inhibitors | T. brucei PFK, ADP-Glo luminescence | AID 485367 | O15648;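 also: potency is read from the fitted curve at half-maximal effect; 0% = uninhibited 1x PFK enzyme wells and -100% = no-enzyme wells; nearly all actives have a fitted effect of over 60% in size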
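Activity is normalized to no-enzyme wells (full inhibition) and 1.25 nM enzyme wells (no inhibition). Reaction: 0.5 mM F6P, 0.1 mM ATP, 45 min RT, ADP-Glo luminescence; concentration-response curves fitted and classed by quality.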
GALK inh: inhibitors of human galactokinase; Purified GALK, Kinase-Glo residual ATP luminescence; Potency, µM (doses to about 57.5 µM), for the others: at the top dose activity change, negative = inhibition, usual class: inhibitors; 0.007% of 270,000 active; also: potency is read from the fitted curve at half-maximal effect; % is scaled to controls: 0 for no effect and ±100 for the full control effect
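ATP-depletion format; final 35 uM ATP, 100 uM D-galactose, 5 nM enzyme; pH 8.0 HEPES/Mg2+ buffer; 60 min RT; luminescence read 10 min after detection reagent.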
Active calls of the source: *; ? = inconclusive; . = no result given; & = joins results of further samples; [ ] = dose if it differs, or a comment. Unless noted, calls follow the shape of the dose curve; as a rule, active = well fitted curve in the direction sought with a large enough effect; inconclusive = small, poorly fitted or top-dose-only effect, or another doubt; inactive = no such curve, though single readings can be large; an effect the other way counts as inactive or inconclusive. Not all compounds are listed, so the mix of outcomes need not match the whole.

Results follow in this order: BCR signal inh	Giardia killer	Tb PFK inh	PKM2 activator	ASM inhibitor	GALK inh	B2AR arrestin	PTAP TSG101 blk	Integrin act MD	Menin-MLL TR inh	Coupling enz
- Cc1cc(C)n(C(=O)CNC(=O)c2ccccc2Br)n1
  1%	-5	-1%	16%[0.46 µM]	6%	-2%	-0.2%	-2%	9%	?	1
- CS(=O)(=O)c1ccccc1-c1nc(-c2ccc(C(F)(F)F)cc2)no1
  ?	5	1%	7%	-14%	-1%	0.5%	-3%	17%	23%	-9
- COc1ccc2ccc(=O)oc2c1CC=C(C)C
  ?	-11	-3%	1%	-3%	.	-1.2%	0%	0%	1%&-2%	7&5
- COCCCNC(=O)c1ccc2c(c1)OCO2
  0%	-4	-10%	-3%	6%	-1%	0.0%	-5%	16%	-18%	6
- CSc1nnc(-c2cccs2)n1-c1ccccc1
  6%	21	5%	4%	-2%	0%	-0.3%	2%	15%	-6%	3
- CCC/C(O)=N\S(=O)(=O)c1ccc(N=NN(C)C)cc1
  6%	7	-2%	3%	-1%	-3%	-0.8%	-3%	0%	-7%	-1
- CC/C(C)=N\Nc1nc(-c2cc3cc(OC)ccc3oc2=O)cs1
  ?	0	2%	-3%	19%	5%	-0.8%	2%	-52%[inhibitor]	.	-1
- COc1ccc(Cl)cc1NC(=O)NN1CCN(C)CC1
  ?	-2	-29%	5%	1%	-3%	0.3%	1%	-19%	.	.
- Cc1cc(C)cc(NCCC#N)c1
  -10%&0%	2	0%&0%	6%&-2%	-2%	6%&-2%	-0.5%&0.8%	1%	10%	19%	0&5
- CC(C)CNC(=O)C(=O)NCC1CCCN1S(=O)(=O)c1cccs1 (centres undefined)
  3%	6	-1%	.	-1%	.	-0.4%	-3%	24%	.	.
- COc1ccc(S(=O)(=O)N2CCN(c3ccccn3)CC2)cc1OC
  .	-13	.	-3%	-4%	1%	.	1%	9%	-1%	7
- Cc1nn(Cc2cccc(C(=O)Nn3cc([N+](=O)[O-])cn3)c2)c(C)c1[N+](=O)[O-]
  5%	-5	-4%	1%	-2%	0%	0.2%	-7%	-3%	6%	6
- Cn1c(=O)n(C)c2cc(S(=O)(=O)NCC(=O)O)ccc21
  0%	8	0%	-25%	-1%	1%	0.2%	-4%	3%	-7%	1
- C/C(CS(=O)(=O)c1ccc(Cl)cc1)=N/NC(N)=S
  4%	-11	1%	-1%	8%	4%	-1.0%	-1%	29%	-4%	-2
- Cc1sc(NC(=O)C2C3C=CC(C3)C2C(=O)O)c(C(N)=O)c1-c1ccc(C(C)C)cc1 (centres undefined)
  0%	25	-8%	-7%	-4%	2%	-0.3%	-1%	24%	8%	15
- COc1ccc(-n2c(SCC(=O)Nc3nccs3)nc3c(c2=O)SC(C)C3)cc1 (centres undefined)
  -1%	-14	-1%	-11%	2%	-3%	0.1%	-6%	14%	0%	-3
- CC1CCCCN1C(=O)/C=C/c1ccccc1[N+](=O)[O-] (centres undefined)
  ?	-13	16%	-16%	-3%	1%	-0.3%	3%	7%	-5%	-14
- COc1ccc(NC(=O)N2CCN(C(=O)c3ccco3)CC2)c(OC)c1
  2%	3	-1%	-19%	4%	1%	-0.6%	-1%	15%	.	.
- C=C(C)C1CC=C(C)/C(=N/Nc2ccccc2[N+](=O)[O-])C1 (centres undefined)
  ?	-17	-1%	-7%	-2%	-1%	0.3%	0%	22%	-1%	1
- Cc1cc(NS(=O)(=O)c2ccc(NC(=O)/C=C/c3cccc(Cl)c3)cc2)no1
  ?	-4	2%	-3%	-1%	-9%	-0.9%	-6%	22%	.	.
- COCCn1c(SCC(=O)Nc2ccc(NC(C)=O)cc2)nc2ccccc2c1=O
  -4%	-8	-8%	.	3%	.	-0.5%	-1%	-17%	14%	0
- CCCc1nc2c(C)cc(C)cc2c(N)c1CC
  -2%	-18	-4%	2%	2%	-2%	-0.1%	-5%	-53%[inhibitor]	-13%	0
- Cn1c(=O)c2c(nc3n2CC(O)CN3c2ccc(O)cc2)n(C)c1=O (centres undefined)
  1%	11	1%	0%	2%	-4%	0.4%	-2%	-33%	5%	-2
- Cc1cc(-c2n[nH]c(=S)n2-c2ccc(C)c(C)c2)no1
  7%	2	0%	-4%	3%	.	-0.4%	-5%	14%	-5%	5
- CC(=O)N1CCN(c2ccc(NC(=O)c3ccc(Cl)c(Cl)c3)cc2)CC1
  4%	-11	-19%	-2%	-6%	-2%	0.3%	-5%	0%	-2%	1
- Cc1c(-n2c(SCC(=O)NC(C)C)nc3ccccc3c2=O)c(=O)n(-c2ccccc2)n1C
  -2%	25	6%	4%	5%	6%	-0.1%	-16%	23%	-10%	4
- Cc1ccc(C(=O)NC(=S)Nc2ccc(CN3CCOCC3)cc2)cc1
  -7%	9	2%	-1%	0%	-4%	0.0%	0%	-27%	.	.
- NC1(C#Cc2ccc3c(=O)c4ccccc4sc3c2)CCCCC1
  ?	-8	0%	.	91%[activator]	.	-1.0%	6%	-5%	.	.
- Cc1ccccc1CN1CCNC1=O
  2%	-8	4%	3%	6%	-3%	0.1%	1%	27%	?	2
- O=C(O)c1cccc(CSc2nc(-c3ccc(Cl)cc3)cc(C(F)(F)F)n2)c1
  9%	2	-9%	-7%	3%	1%	-0.2%	-12%	12%[7.66 µM]	-5%	11
- O=c1c2ccccc2ncn1-c1ccc([N+](=O)[O-])cc1Cl
  2%	-6	0%	6%	2%	6%	-0.1%	1%	3%	7%	5
- O=C(O)c1ccccc1C(=O)Nc1ccccn1
  1%	2	9%	8%	-1%	0%	0.0%	-4%	-7%	?	3
- COc1ccc(CCNC(=O)c2cc(-c3ccc4c(c3)OCO4)on2)cc1OC
  0%	-9	1%	2%	-1%	-1%	-0.7%	.	-10%	-2%	2
- O=C(c1ccc2c(c1)OCCO2)N1CCN(c2ccccn2)CC1
  2%	5	1%	-3%	-3%	-5%	-0.3%	-2%	5%	.	.

Sorted by number of heavy atoms (ascending): some entries from above.
Results follow in this order: BCR signal inh	Giardia killer	Tb PFK inh	PKM2 activator	ASM inhibitor	GALK inh	B2AR arrestin	PTAP TSG101 blk	Integrin act MD	Menin-MLL TR inh	Coupling enz
- O=C(O)c1ccccc1C(=O)Nc1ccccn1
  1%	2	9%	8%	-1%	0%	0.0%	-4%	-7%	?	3
- Cc1cc(-c2n[nH]c(=S)n2-c2ccc(C)c(C)c2)no1
  7%	2	0%	-4%	3%	.	-0.4%	-5%	14%	-5%	5
- O=c1c2ccccc2ncn1-c1ccc([N+](=O)[O-])cc1Cl
  2%	-6	0%	6%	2%	6%	-0.1%	1%	3%	7%	5
- NC1(C#Cc2ccc3c(=O)c4ccccc4sc3c2)CCCCC1
  ?	-8	0%	.	91%[activator]	.	-1.0%	6%	-5%	.	.
- Cn1c(=O)c2c(nc3n2CC(O)CN3c2ccc(O)cc2)n(C)c1=O (centres undefined)
  1%	11	1%	0%	2%	-4%	0.4%	-2%	-33%	5%	-2
- Cc1ccc(C(=O)NC(=S)Nc2ccc(CN3CCOCC3)cc2)cc1
  -7%	9	2%	-1%	0%	-4%	0.0%	0%	-27%	.	.
- O=C(O)c1cccc(CSc2nc(-c3ccc(Cl)cc3)cc(C(F)(F)F)n2)c1
  9%	2	-9%	-7%	3%	1%	-0.2%	-12%	12%[7.66 µM]	-5%	11
- COc1ccc(CCNC(=O)c2cc(-c3ccc4c(c3)OCO4)on2)cc1OC
  0%	-9	1%	2%	-1%	-1%	-0.7%	.	-10%	-2%	2
- Cc1c(-n2c(SCC(=O)NC(C)C)nc3ccccc3c2=O)c(=O)n(-c2ccccc2)n1C
  -2%	25	6%	4%	5%	6%	-0.1%	-16%	23%	-10%	4

Assay outcomes from PubChem BioAssay.
